# Screens from PubChem.
# S3 lipid droplet: qHTS Assay for Lipid Storage Modulators in Drosophila S3 Cells; Drosophila S3 cells, BODIPY lipid droplet fluorescence, 18-24 h; cells fed with added oleic acid; Potency in µM for hits, for the others lipid storage change, negative = inhibition, % at the top dose, mostly 46.1 µM; 320,000 tested, 0.64% active; AID 2685; active means well fitted inhibition curve with a large enough effect in the signal ratio, with a control signal flat, not every such curve was filed as active; inconclusive means small, poorly fitted or top-dose-only effect, or effect the other way, or a change in a side signal; the % refers to the signal ratio
#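 Drosophila S3 cells loaded with oleic acid (400 uM, as added) and compounds at several concentrations; lipid droplets imaged by 488-nm laser-scanning cytometry, 500–530 nm intensity and object ratio to cell channel. Percent activity normalized to 20 uM Triacsin C.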
# S3 lipid droplet cell count max: further read-out of S3 lipid droplet, marked with its call; cell number change, %; measured here: cell count max response;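 cells counted by Cell Tracker Red CMTPX staining in the red channel; peak over a dose series mostly up to 46.1 µM; percent activity relative to internal control wells on each plate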
# The depositor's hits bear a star; i = inactive; ? = inconclusive; . = no result given. On the % scale 0 is the no-effect control and ±100 the full control effect; potency means the concentration at half of the fitted maximal effect. These rows are one share of the data; rates above refer to the full screens.
# Results follow in this order: S3 lipid droplet, S3 lipid droplet cell count max
CCOc1ccc(NC(=O)CC2C(=O)N(CC)C(=S)N2NC(=O)c2ccncc2)cc1 (stereo unspecified)
→ ?, .
COc1ccc(OCCC(=O)OCC(=O)NC(=O)NC(C)C)cc1
→ ?, .
CCOCCCn1c(SCC(=O)Nc2oc(C)c3c(C)n[nH]c(=O)c23)nnc1-c1ccncc1
→ 22%, 21
CCn1cc(S(=O)(=O)c2ccc(C)cc2)c(=O)c2cc(F)c(N3CCN(C)CC3)cc21
→ ?, .
O=C(NC1CCCCCC1)C1CCN(C(=O)c2ccc(Cl)cc2)CC1
→ 12%, -21
O=C(Nc1cc(=O)[nH]c(=O)[nH]1)c1cccc(C(F)(F)F)c1
→ i, 6
COc1cccc(/C=N/N2C(=O)NC3(CCCCC3)C2=O)c1O
→ ?, .
Cc1ccc(S(=O)(=O)Nc2ccccn2)cc1[N+](=O)[O-]
→ ?, .
NS(=O)(=O)c1ccc(CCNC(=O)CSc2nc3ccccc3c3nc(CCN4CCCCC4)nn23)cc1
→ 0%, -5
Oc1ccccc1N=Nc1ccccc1O
→ -4%, 8
COc1cccc(/C=C2/C(=O)NN(c3ccccc3)C2=O)c1
→ 1%, 0
CC(NCCc1ccc(S(N)(=O)=O)cc1)C(=O)NCc1ccccc1 (stereo unspecified)
→ 1%, 21
NC(=O)c1cc(Br)cc2c3c([nH]c12)CCCC3
→ 5%, -15
COc1ccc(NCc2nnc(SCC(=O)c3ccc(OC)cc3)o2)cc1
→ i, -6
N=c1c2c(-c3ccccc3)c(-c3ccccc3)n(Cc3ccco3)c2ncn1CCO
→ -1%, -10
CCOC(=O)c1sc(Nc2nc3ccc(OC)cc3s2)cc1C
→ ?, .
Cc1ccc(-c2csc(-c3c[nH]c4ccccc34)n2)cc1
→ ?, .
COc1ccc2[nH]c(=O)c(CNC3CCCCC3)cc2c1
→ ?, .
Cc1nc2ccccc2n1CC(=O)NC(C)C1CC2CCC1C2 (stereo unspecified)
→ ?, .
CCn1c(=O)c2cc(C(=O)N(C)c3ccccc3F)sc2c2ccccc21
→ 7%, 10
Cc1[nH]nc(S(=O)CC(=O)O)c1[N+](=O)[O-] (stereo unspecified)
→ ?, .
COc1cc(C(=O)Nc2ccc(N3CCCS3(=O)=O)cc2)c([N+](=O)[O-])cc1OC
→ ?, .
N#CCc1ccc(NS(=O)(=O)c2ccc(N3CCCC3=O)cc2)cc1
→ ?, .
O=C(O)c1cccc2[nH]c(C(F)(F)F)nc12
→ -4%, 1
Cn1c(SCC(=O)N/N=C/c2cccs2)nc2ccccc21
→ i, .
C=CC#CC1(O)CC(C)N(C)CC1C (stereo unspecified)
→ ?, .
CC(Cc1c[nH]c2ccccc12)NC(=O)OCCCl (stereo unspecified)
→ 3%, 15
Cc1nn(C)cc1S(=O)(=O)N1CCN(c2ccc(F)cc2)CC1
→ -16%, 11
COC(=O)CN1C(=O)C2(OCCCO2)c2ccccc21
→ ?, .
COc1ccc(OC)c(/C=C/C(=O)c2ccc3c(c2)OCCO3)c1
→ ?, .
CCCC(=O)O[C@@H]1C[C@@H](C)N(C(=O)c2ccccc2)c2ccc(C)cc21
→ -3%, -29
COC(=O)c1cc(C(=O)Nn2cnnc2)cc([N+](=O)[O-])c1
→ -2%, 12
C#Cc1cccc(C(=O)N2CCCC(Nc3cccc(F)c3)C2)c1 (stereo unspecified)
→ ?, .
Cc1ccc(S(=O)(=O)Nc2ncnc3ccccc23)cc1
→ ?, .
COc1ccc(OCC(=O)Nc2sc3c(c2C(=O)NCC2CCCO2)CCC3)cc1 (stereo unspecified)
→ ?, .
COc1ccc(S(=O)(=O)CCC(=O)Nc2cccc(OC)c2)cc1
→ 4%, 1
N=c1n(CCCOc2ccc(F)cc2)c2ccccc2n1CC(N)=O
→ -8%, -1
CCC1CCC(C(=O)NC(C(=O)NCCc2ccc(S(N)(=O)=O)cc2)C(C)C)CC1 (stereo unspecified)
→ ?, .
Cc1nnc(N2CCCC(C(=O)NCc3cccc(F)c3)C2)c2nn(-c3ccccc3)c(C)c12 (stereo unspecified)
→ ?, .
Oc1c(CN2CCN(c3ccccc3)CC2)cc(Br)c2cccnc12
→ -3%, -9
O=S(=O)(c1ccc(Cl)cc1)n1cnc2ccccc21
→ ?, .
Cc1ccc(-c2cc(C(=O)Nc3c(C)n(C)n(-c4ccccc4)c3=O)[nH]n2)c(O)c1
→ i, 20
COc1ccc(NS(=O)(=O)c2cc(N)ccc2N2CCCCC2)cc1
→ ?, .
CCC12C(=O)C(CC)(C(c3ccccc3)=C1c1ccccc1)[C@@H]1C(=O)N(c3ccc(C)cc3)C(=O)C12 (stereo partly specified)
→ 8%, -1
Nc1nonc1-n1nnc(C(=O)N/N=C/c2ccoc2)c1CSc1ccc(Cl)cc1
→ i, .
COc1ccc(-c2csc(NC(=O)c3ccccc3Br)c2C(=O)O)cc1
→ -5%, -20
CC(C)N1C(=O)CCC1C(=O)N1CCN(c2ccccn2)CC1 (stereo unspecified)
→ 2%, 5
COc1ccc(-c2nc3ccccc3nc2-c2ccccc2)cc1OC
→ ?, .
CC(C)(C)S(=O)(=O)/C(C#N)=N/Nc1ccc(S(C)(=O)=O)cc1
→ ?, .
CCOC(=O)C1=C(N)OC2=C(C(=O)CCC2)C1c1ccco1 (stereo unspecified)
→ 10%, 2
CC(OC(=O)c1ccc2c(=O)n3c(nc2c1)CCCCC3)C(=O)Nc1ccc(F)cc1Cl (stereo unspecified)
→ ?, .
COc1ccccc1-n1nnnc1SCC(=O)NC1CCCCC1
→ ?, .
Cc1cccc(/N=C/c2sc3ccccc3c2O)n1
→ i, 18
Cc1cc(C)n(CCC(=O)N/N=C/c2ccccc2O)n1
→ 0%, 0
Clc1ccc(-n2cc(COCc3ccccc3)nn2)cc1
→ ?, .
CSC(=NS(=O)(=O)c1ccc(C)cc1)SC
→ ?, .
CNC(=S)N/N=C/c1cn(CCOc2cccc(OC)c2)c2ccccc12
→ ?, .
Cc1cc(C(C)(C)C)cc(C)c1N
→ -3%, 7
CCOC(=O)c1nc(Nc2ccccc2CC)c2ccccc2n1
→ -1%, -13
O=C(Nc1ccc2c(c1)CN(Cc1ccc(CO)o1)CC2)c1ccc(C(F)(F)F)cc1
→ -14%, -16

# Additional results follow.
# Results follow in this order: S3 lipid droplet, S3 lipid droplet cell count max
COC(=O)C(NC(=O)c1ccc(F)cc1)(Nc1ncc(S(=O)(=O)c2ccc([N+](=O)[O-])cc2)s1)C(F)(F)F (stereo unspecified)
→ 6%, 0
Nc1nc(-c2ccccc2)nn1C(=O)Cc1ccccc1
→ i, 3
CC(=O)c1cc2cc(O)ccc2o1
→ ?, .
O=C(CCC1CCCCC1)Nc1cccnc1
→ ?, .
O=S(=O)(NC1CCCCCC1)c1cccc2cccnc12
→ 6%, -13
O=C(CCNC(=O)c1ccc(Br)cc1)Nc1ccccc1N1CCCCC1
→ ?, .
O=S(=O)(NC1c2cccc3cccc(c23)C1Sc1ncccn1)c1ccc(Cl)cc1 (stereo unspecified)
→ 13%, -19
C/C=C/C(=O)N1CC2(CC(c3cccc(NC(=O)CCCCC)c3)=NO2)C[C@H]1C(N)=O (stereo partly specified)
→ 6%, 8
O=C(O)c1cccc(N2CCCC2)c1
→ ?, .
CC(=O)Nc1ccc(NC(=O)C2CCCN2C(=O)NCc2ccccc2)cc1 (stereo unspecified)
→ i, -1
Cc1c(C(=O)NC2CCCCC2)oc2c1C(=O)CC(C)(C)C2
→ i, 13
CCc1ccc(N2CCN(C(=O)N3CCOCC3)CC2)cc1
→ ?, .
COc1ccc(-c2nc3c(c(SCC(=O)Nc4cccc(O)c4)n2)Cc2c(CO)cnc(C)c2O3)cc1
→ ?, .
COc1cc(C2Nc3cc(C)c(C)cc3NC3=C2C(=O)CC(C)(C)C3)ccc1OC(C)=O (stereo unspecified)
→ i, -10
COc1cccc(C(=O)NCc2ccccc2OC)c1
→ ?, .
CCN(CC)c1ccc2cc(C#N)c(=O)oc2c1
→ 17%, 15
Cc1cccn2c(=O)c(/C=N/O)c(N3CCOCC3)nc12
→ ?, .
CC1(C)OC(C(N)=O)C(C(N)=O)O1 (stereo unspecified)
→ 18%, -8
COc1ccc(Cl)cc1S(=O)(=O)NC1CC(C)(C)NC(C)(C)C1
→ ?, .
CCCCOc1ccc(C(=O)N2CCN(c3ccc(N4CCOCC4)nn3)CC2)cc1
→ 20%, -15
CCCc1[nH]n(-c2ccc([N+](=O)[O-])cc2)c(=O)c1C(C)=NCc1ccncc1
→ ?, .
O=C(CN1C(=O)NC2(CCc3ccccc32)C1=O)c1ccc(F)cc1 (stereo unspecified)
→ ?, .
FC(F)Oc1ccc(NC(=S)NCCc2ccccn2)cc1
→ -1%, -17
CCOc1ccc(C2CC(c3cccc(OC)c3)Nc3nc(N)nn32)cc1 (stereo unspecified)
→ 3%, .
O=c1cc(C(F)(F)F)c2sc(N3CCCCC3)nc2[nH]1
→ 4%, -5
O=C(Nc1c(C(=O)c2ccccc2)oc2ccccc12)c1cc(-c2ccccc2O)n[nH]1
→ ?, .
Cc1ccc(OCCCNCCO)c(Br)c1
→ ?, .
O=C(Cc1ccccc1)N1CCc2ccccc21
→ ?, .
COC(=O)c1cn(C(=O)c2cccc(C)c2)c2ccccc12
→ 14%, 1
O=C(CCSc1ccc(Cl)cc1)NCc1ccccn1
→ 4%, 10
CC(C)=CC(=O)Nc1nnc(-c2ccccc2)s1
→ i, .
Cc1ccc(C(=O)Nc2ccon2)cc1S(=O)(=O)N1CCOCC1
→ i, 24
Cc1cc(NC2CCCC2)n2nc(C)c(-c3ccccc3)c2n1
→ 0%, -2
CS(=O)(=O)c1cnc2c(-c3ccsc3)cnn2c1N
→ ?, .
COc1ccccc1C(=O)NCCNC(=O)c1ccc(C)nc1
→ ?, .
O=C(Nc1cccnc1)Nc1ccc(Br)cc1Cl
→ i, .
COc1ccc(-n2c(SCC(=O)Nc3cc(C(=O)O)ccc3C)nc3ccccc3c2=O)cc1Cl
→ 0%, 3
CC1C(c2ccccc2)=[N+]([O-])C2(CCCC2)N1O (stereo unspecified)
→ ?, .
CSc1ccc(CN(C)CC(=O)NCc2ccc(F)cc2)cc1
→ ?, .
COc1cccc(C2CCCCN2Cc2nc(-c3ccc(C)o3)oc2C)c1 (stereo unspecified)
→ -5%, 7
CCOCCCNC(=O)C1(O)c2cc(Br)ccc2NC(=O)N1c1ccc(CC)cc1 (stereo unspecified)
→ 6%, -12
C=C1C(=O)O[C@@H]2[C@H]1CC[C@H](C)[C@]1(O)CCC(=O)[C@@]21C
→ ?, .
CC(CN1CCOCC1)OC(=O)c1cccc(Cl)c1 (stereo unspecified)
→ ?, .
Cc1ccccc1C(=O)c1c[nH]c(C(=O)N2CCN(c3ccccc3F)CC2)c1
→ ?, .
Cc1ccc(S(=O)(=O)N(C)c2ccc(C(=O)NCC3CCCO3)cc2)cc1 (stereo unspecified)
→ 4%, -5
CC(=O)c1[nH]c(C)c(C(=O)N2CCCC(Nc3ccc(C(C)C)cc3)C2)c1C (stereo unspecified)
→ ?, .
CC1(C)Cc2nc3sc(C(=O)O)c(N)c3cc2CS1
→ -9%, 0
CCN(C(=O)CN1CCc2ccccc21)c1c(N)n(Cc2ccccc2)c(=O)[nH]c1=O
→ ?, .
CCCC(=O)Nc1ccc(C(=O)COC(=O)c2cc(C)oc2C)cc1
→ ?, .
CCN(CC)S(=O)(=O)c1ccc2nc(CCl)[nH]c2c1
→ -17%, 9
O=C(/C=C/c1ccccc1)Nc1cc(NC(=O)/C=C/c2ccccc2)cc(C(=O)O)c1
→ ?, .
CN1C2C=C3C(C#N)=C(N)C(C#N)(C#N)C(c4ccc(Br)cc4)C3C1CC2 (stereo unspecified)
→ -7%, -14
Cc1ccc(N(CC(=O)O)S(C)(=O)=O)cc1
→ ?, .
O=C(N/N=C/c1ccc([N+](=O)[O-])o1)C1CC1
→ ?, .
CCCOc1ccc(CCCN=C(N)N)cc1Cl
→ ?, .
CN(Cc1nccn1C)C(=O)CC1C(=O)NCCN1CC(c1ccccc1)c1ccccc1 (stereo unspecified)
→ ?, .
CCN(Cc1ccccc1)C(=O)Cn1cc2c(n1)CCCC2
→ -13%, 1
Cc1ccc(SCCC(=O)NCc2ccco2)cc1
→ ?, .
O=C(O)CSCCCC(=O)Nc1ccc(Br)cc1
→ -13%, -4
Cc1cc(C)cc(NC(=O)C2C3C=CC4(O3)C2C(=O)N(CCCN2CCCC2)C4C(=O)NC2CCCC(C)C2C)c1 (stereo unspecified)
→ ?, .
Cc1ccc(C(=O)c2cc([N+](=O)[O-])ccc2N2CCCCC2)c(C)c1
→ ?, .
Cc1ccc(NC(=O)CN(C)Cc2c(O)ccc3ccccc23)cc1
→ ?, .

# A second format for part of the listing above.
Compound | S3 lipid droplet | S3 lipid droplet cell count max
Cc1ccc(N(CC(=O)O)S(C)(=O)=O)cc1 | ? | .
CCCC(=O)Nc1ccc(C(=O)COC(=O)c2cc(C)oc2C)cc1 | ? | .
Cc1cc(NC2CCCC2)n2nc(C)c(-c3ccccc3)c2n1 | 0% | -2
O=C(/C=C/c1ccccc1)Nc1cc(NC(=O)/C=C/c2ccccc2)cc(C(=O)O)c1 | ? | .

# Entries of single compounds as entered above. Order of values: S3 lipid droplet	S3 lipid droplet cell count max
# Cc1ccc(C(=O)Nc2ccon2)cc1S(=O)(=O)N1CCOCC1 is listed as i	24
# C=C1C(=O)O[C@@H]2[C@H]1CC[C@H](C)[C@]1(O)CCC(=O)[C@@]21C is listed as ?	.
# Cc1ccc(N(CC(=O)O)S(C)(=O)=O)cc1 is listed as ?	.
# Cc1ccc(NC(=O)CN(C)Cc2c(O)ccc3ccccc23)cc1 is listed as ?	.
# CC(C)=CC(=O)Nc1nnc(-c2ccccc2)s1 is listed as i	.
